miR122 inh: miR-122 Renilla sensor signal increase in Huh7, primary screen, miR-122 inhibitor project, cell-based, single point, plate reader. Huh7 miR-122 Renilla luciferase sensor, 48 h; neutral wells = 0, positive control = 100. activation (reporter increase), % at 12.5 µM. 340,000 tested, 0.3% active. AID 602342, 2012;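 active = mean replicate activation score at least 90 and every replicate individually at or above 90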;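 note: higher luciferase means less miR-122 activity so hits act as miR-122 inhibitors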
FN deposit inh: inhibitors of fibronectin matrix deposition, primary screen, AH1F cells, Alexa488-fibronectin fluorescence, plate reader; inhibition, % at 12.6 µM; AH1F fibroblasts, overnight; 350,000 tested, 0.086% active;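 active = mean inhibition across replicates of 30% or more, regardless of how many single replicates reach that level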;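 note: positive control wells lacked labelled fibronectin entirely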
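Assay system: AH1F fibroblast monolayer, labelled fibronectin deposition. Amount: 10000 cells per well. Also added: labelled fibronectin 24 nM. Compound: single-point pinned compound. Incubation: cell attachment 1 h, compound and FN exposure overnight. Detection: fluorescence after three HBSS washes, excitation 485 nm, emission 525 nm. Read-out: inhibition of fibronectin deposition signal.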
PGC1a acetyl inh: inhibitors of PGC1a acetylation signal, primary screen, cell-based, U2OS, AlphaScreen, inhibitor mode; AlphaScreen anti-acetyl-lysine; with virally co-expressed GCN5 acetyltransferase; inhibition, % at 15.6 µM; 350,000 tested, 0.17% active; AID 651687, 2012;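 active = every replicate shows inhibition of at least 40%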;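 note: 0% = neutral control wells and 100% = positive control wells; some results beyond the cut were filed as inactive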
PAX8 inh HTS: inhibitors of PAX8-driven TPO luciferase reporter, primary screen, RMG-I cells, single concentration. inhibition, % at 12.6 µM. 360,000 tested, 1.2% active. SteadyGlo, 24 h;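 active = mean replicate inhibition at least 60% with every replicate also reaching 60%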;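 note: luciferase light reporting Pax8 driven TPO promoter activity; plate controls were median of neutral control wells for no effect and mitoxantrone controls for full effect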
LGR2 antag: inhibitors of bursicon-induced LGR2 CRE-luciferase signal, primary screen, cell-based, HEK293, CRE-luciferase reporter, bursicon stimulation. Drosophila bursicon receptor LGR2 (rickets). bursicon-stimulated, 4 h. inhibition, % at 9.99 µM. 380,000 tested, 0.35% active. AID 720647, 2013;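 active = drop in luminescence signal, shown as inhibition above about 50% in the replicate tests, limit read from the data, passing the limit was not always enough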;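 note: agonist challenge used bursicon conditioned medium at about half maximal strength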
Cneo AK release: Cryptococcus neoformans cell lysis inducers, primary screen, AK release luminescence, single concentration; 360,000 tested, 0.2% active; C. neoformans lysis, adenylate kinase release luminescence, 4 h; normalised: neutral wells 0, clomiphene wells 100; lysis activity, % at 15 µM;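 active = mean lysis activity across replicates of at least 80%, whatever share of replicates individually reach that level; inactive = mean lysis activity below 80%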
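Signal: Adenylate kinase release luminescence | Assay system: Log-phase Cryptococcus neoformans yeast cells | Input: Cells at 5 × 10^6 per mL | Buffer or medium: Fresh YPD growth medium | Compound: Single dose | Schedule: Static 4 h at 37 °C with compound, 1 h detection | Controls: Clomiphene | Read-out: Luminescence rise reflecting yeast cell lysis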
Casp6 inh: human caspase-6 inhibitors, primary screen, biochemical, VEID-R110 fluorescence, single point, set 2; P55212; purified caspase-6, Z-VEID-R110 cleavage fluorescence; inhibition, % at 12.5 µM; 350,000 tested, 0.53% active; AID 686996, 2013;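 active = mean inhibition across replicates at least about 35%, with every replicate also reaching that limit, limit read from the data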;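 note: 0% = median of neutral control wells and 100% = no fluorescence left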
Target sequence (P55212 24-179 limits assumed): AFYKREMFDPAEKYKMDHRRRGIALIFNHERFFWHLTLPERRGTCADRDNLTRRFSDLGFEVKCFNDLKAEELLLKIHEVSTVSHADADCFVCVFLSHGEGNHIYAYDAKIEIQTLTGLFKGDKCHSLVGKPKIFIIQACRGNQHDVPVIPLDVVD
Target sequence (P55212 194-293 limits assumed): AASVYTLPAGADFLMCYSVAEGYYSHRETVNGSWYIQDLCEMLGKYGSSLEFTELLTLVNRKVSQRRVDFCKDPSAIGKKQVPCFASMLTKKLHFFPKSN
EWS-Fli inh: EWS/Fli-driven NR0B1 reporter inhibitors, primary screen, A673 cells, NR0B1 luciferase, luminescence, MLPCN library; viability-normalised; inhibition, % at 12.6 µM; 350,000 tested, 0.67% active; AID 651661, 2012;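 active = mean inhibition of at least 50% after viability correction, with every replicate also passing that limit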;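 note: firefly luciferase signal divided by Alamar Blue viability fluorescence both relative to DMSO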
* hit, by the source's call; nt = no result given; [ ] = another dose, or the depositor's remark.

[1] O=C(NCCCn1ccnc1)/C(=C\c1cccs1)NC(=O)c1ccco1
[2] O=C(Nc1ccc(N2CCOCC2)cc1)C1(c2ccc(Cl)cc2)CCC1
[3] COc1ccc(N(C)C(=O)c2ccc3c(Cl)c4c(nc3c2)CCCC4)c(OC)c1
[4] CCCn1c(C(Cc2ccccc2)NC(=O)COC)nc2ccccc21 (configuration not stated)
[5] CCC(C)Sc1ccc([C@H]2N[C@@](CC(C)C)(C(=O)OC)[C@H]3C(=O)N(CC)C(=O)[C@@H]23)cc1 (some centres not stated)

entry no.	1	2	3	4	5
EWS-Fli inh	8	-4	nt	-2	4
Cneo AK release	0	nt	1	-2	-2
Casp6 inh	-8	-1	5	1	2
FN deposit inh	2	-3	-1	2	5
miR122 inh	-8	nt	-5	-5	-3
PAX8 inh HTS	-13	1	30	0	8
PGC1a acetyl inh	9	-12	24	-6	1
LGR2 antag	4	6	9	-9	-3

Some values from the list:
In Casp6 inh, O=C(NCCCn1ccnc1)/C(=C\c1cccs1)NC(=O)c1ccco1 has the entry -8
In FN deposit inh, O=C(Nc1ccc(N2CCOCC2)cc1)C1(c2ccc(Cl)cc2)CCC1 has the entry -3

The list goes on:
[6] C[C@@H]1CN([C@H](C)CO)C(=O)c2cc(NS(=O)(=O)c3ccc(Cl)cc3)ccc2O[C@@H]1CN(C)Cc1ccc(C(=O)Nc2ccccc2N)cc1
[7] O=S(=O)(NCC1CN(S(=O)(=O)c2ccc3c(c2)OCCO3)C1)c1c(F)cccc1F
[8] O=C(NCCCN1CCCC1=O)c1ccccc1OCc1ccc(Cl)cc1Cl
[9] CC1(C(=O)Nc2ccc(Cl)cc2)Cc2c(-c3ccc(C(N)=O)cc3)ccnc2O1 (configuration not stated)
[10] CCOC(=O)N1CCN(C(=O)CNC(=O)Cn2cnc3ccccc3c2=O)CC1

entry no.	6	7	8	9	10
EWS-Fli inh	45	15	-6	3	-3
Cneo AK release	1	-4	1	-2	0
Casp6 inh	0	-1	2	5	-1
FN deposit inh	nt	6	1	20	-4
miR122 inh	41[16.7 µM]	22	0	5	67
PAX8 inh HTS	nt	-6	9	9	5
PGC1a acetyl inh	3	15	1	-4	nt
LGR2 antag	10	-8	-24	5	3

[11] O=C(/C=C/c1cccc(F)c1)N1CCN(c2ncccn2)CC1
[12] C[C@@H]1CN([C@@H](C)CO)C(=O)c2cc(NC(=O)Nc3cccc4ccccc34)ccc2O[C@@H]1CN(C)Cc1ccc(-c2ccccc2)cc1
[13] O=C(NCc1ccc(Cl)cc1Cl)C1CCN(S(=O)(=O)c2ccc3c(c2)OCCCO3)CC1
[14] NNC(=O)CCN1CCCCC1
[15] COC(=O)[C@@]1(Cc2ccccc2CN=[N+]=[N-])N=C(c2ccc(OCCCO)cc2)O[C@H]1c1ccccc1N=[N+]=[N-]

entry no.	11	12	13	14	15
EWS-Fli inh	-33	4	-2	6	-1
Cneo AK release	0	-2	nt	nt	11
Casp6 inh	3	-1	0	-92	-1
FN deposit inh	-1	nt	6	4	nt
miR122 inh	-1	-10[16.7 µM]	nt	nt	nt
PAX8 inh HTS	-11	nt	5	-17	57
PGC1a acetyl inh	-5	-5	nt	nt	-42
LGR2 antag	-12	7	nt	4	nt

[16] O=S(=O)(N[C@H]1CC[C@@H](CCn2cc(C3CC3)nn2)O[C@@H]1CO)c1ccc(Cl)cc1
[17] CNC(=O)C[C@H]1C(=O)N(c2ccc(OC)cc2)C[C@@H]1Cc1ccccc1
[18] CCc1ccc(NC(=O)N(CCCN2CCOCC2)Cc2cccs2)cc1
[19] CC(=O)NC[C@@H]1[C@@H](c2ccc(-c3ccccc3F)cc2)[C@@H](CO)N1C(=O)C1CC1
[20] CCCNC(=O)N1[C@H](CO)[C@@H](c2ccccc2)[C@H]1CNC(C)=O

entry no.	16	17	18	19	20
EWS-Fli inh	-1	-8	4	-10	-4
Cneo AK release	-1	nt	0	9	5
Casp6 inh	1	-4	1	1	-1
FN deposit inh	-9	-1	-2	-4	-4
miR122 inh	nt	-1	-6	-21[16.7 µM]	-18[16.7 µM]
PAX8 inh HTS	4	-6	0	14	2
PGC1a acetyl inh	3	-4	12	2	7
LGR2 antag	2	-15	6	0	6

Values in list order from the list:
Entries 4–9 in Casp6 inh, in turn: 1, 2, 0, -1, 2, 5
Entries 4–9 in miR122 inh, in turn: -5, -3, 41[16.7 µM], 22, 0, 5
Entries 4–9 in Cneo AK release, in turn: -2, -2, 1, -4, 1, -2

Further entries follow:
[21] Cc1c(Cl)c([N+](=O)[O-])nn1CCCC(=O)N1CCN(c2ccccc2)CC1
[22] CCOc1ccc(NC(=S)N(Cc2ccc(N(C)C)cc2)Cc2ccco2)cc1
[23] O=C(Nc1ccccc1)[C@@H]1CCCN1S(=O)(=O)c1ccc(Cl)cc1
[24] Cc1cccc(-c2ccc([C@H]3[C@H](CO)N4CCCCN(S(=O)(=O)c5cn(C)cn5)C[C@@H]34)cc2)c1
[25] C[C@H](CO)N1C[C@H](C)[C@@H](CN(C)S(C)(=O)=O)Oc2cc(-c3ccc(F)cc3)ccc2S1(=O)=O

entry no.	21	22	23	24	25
EWS-Fli inh	-12	-2	6	nt	5
Cneo AK release	4	nt	1	2	nt
Casp6 inh	-3	1	0	1	nt
FN deposit inh	nt	nt	7	nt	1
miR122 inh	-2	6	3	4[16.7 µM]	14[16.7 µM]
PAX8 inh HTS	nt	nt	-2	7	3
PGC1a acetyl inh	2	-1	2	-6	2
LGR2 antag	-4	9	-22	-4	15

[26] c1csc(-c2nnc(COc3ccc4c(c3)OCO4)o2)c1
[27] CC(=O)N(NC(N)=O)C(C)CC(=O)C1C(C)C=CCC1(C)C (configuration not stated)
[28] O=C1CN(C(=O)COC(=O)/C=C/c2ccc(S(=O)(=O)N3CCOCC3)cc2)c2ccccc2N1
[29] Cc1cccc(C)c1NC(=O)CNC(=O)c1ccc2c(c1)OCCO2
[30] COc1cccc(/C=C2/CCC(CN(C)C)C2=O)c1 (configuration not stated)

entry no.	26	27	28	29	30
EWS-Fli inh	-65	9	1	0	19
Cneo AK release	nt	0	nt	2	nt
Casp6 inh	0	-2	2	2	-1
FN deposit inh	nt	1	17	4	-1
miR122 inh	-1	-9	nt	-6	nt
PAX8 inh HTS	-63	-7	8	2	-3
PGC1a acetyl inh	18	-16	nt	7	nt
LGR2 antag	-25	8	nt	10	nt

[31] O=C(Cc1ccccn1)N[C@H]1CC[C@@H](CCNS(=O)(=O)c2cccc(F)c2)O[C@H]1CO
[32] O=C(Nc1cc(-c2ccccc2)[nH]n1)c1ccccc1F
[33] COc1cc(C(=O)N2CCCc3ccccc32)cc(OC)c1OC
[34] Cc1cc(NC(=O)COC(=O)CCS(=O)(=O)c2ccc(Cl)cc2)no1
[35] O=C(COC(=O)c1ccccn1)c1cccc(Br)c1

entry no.	31	32	33	34	35
EWS-Fli inh	-6	-108	nt	nt	-1
Cneo AK release	3	-4	0	-1	0
Casp6 inh	-1	3	nt	nt	1
FN deposit inh	-21	4	nt	-2	0
miR122 inh	6[16.7 µM]	-9	2	0	-5
PAX8 inh HTS	-17	-150	nt	-5	27
PGC1a acetyl inh	-7	-3	10	-11	4
LGR2 antag	-6	nt	15	6	2

Just PGC1a acetyl inh and Cneo AK release, for some of the entries so far:
item	canonical_smiles	PGC1a acetyl inh	Cneo AK release
31	O=C(Cc1ccccn1)N[C@H]1CC[C@@H](CCNS(=O)(=O)c2cccc(F)c2)O[C@H]1CO	-7	3
32	O=C(Nc1cc(-c2ccccc2)[nH]n1)c1ccccc1F	-3	-4
33	COc1cc(C(=O)N2CCCc3ccccc32)cc(OC)c1OC	10	0

(listing goes on)
[36] C[C@@H](NC(=O)C[C@H]1C[C@H]2c3cc(NS(=O)(=O)c4ccc(F)cc4)ccc3O[C@H]2[C@H](CO)O1)c1ccccc1
[37] CC1(C(=O)NS(=O)(=O)c2ccc(F)cc2F)CCN1C(=O)Cc1ccc(Cl)cc1Cl (configuration not stated)
[38] O=C(CSc1ccccn1)Nc1cccc([N+](=O)[O-])c1
[39] COCCN1Cc2cccc(C(=O)Nc3ccc(C)cc3)c2C1=O
[40] C[C@@H]1CN([C@H](C)CO)C(=O)c2cc(NC(=O)Cn3cnnn3)ccc2O[C@H]1CN(C)Cc1ccc(Cl)c(Cl)c1

entry no.	36	37	38	39	40
EWS-Fli inh	14	-3	-1	-8	0
Cneo AK release	-6	-2	nt	nt	-1
Casp6 inh	0	0	-1	3	-1
FN deposit inh	11	-6	7	nt	nt
miR122 inh	-4[16.7 µM]	-2	nt	1	-4[16.7 µM]
PAX8 inh HTS	8	3	-2	-1	-3
PGC1a acetyl inh	0	4	nt	6	1
LGR2 antag	-17	20	-12	-3	0

[41] CC(C)C(=O)N1CCC(CN=CC2=C(O)CC(C)(C)CC2=O)CC1
[42] Cc1cc(C)cc(C(=O)NCC(=O)N2CCN(C(c3ccccc3)c3ccccc3)CC2)c1
[43] COc1cccc(S(=O)(=O)N[C@H]2CC[C@H](CCn3cc(-c4ccccc4OC)nn3)O[C@@H]2CO)c1
[44] COc1ccccc1CN(C(=O)CNC(=O)c1ccco1)C(C(=O)NCC1CCCO1)c1ccc(OC)c(OC)c1 (configuration not stated)
[45] CC(C)c1cc2c(c(O)c1O)[C@@]13CCCC(C)(C)C1CC2OC3=O (some centres not stated)

entry no.	41	42	43	44	45
EWS-Fli inh	nt	-6	10	9	5
Cneo AK release	4	3	-5	4	-2
Casp6 inh	nt	nt	1	4	1
FN deposit inh	nt	-10	11	1	nt
miR122 inh	7	0	nt	-9	1
PAX8 inh HTS	nt	29	10	-12	nt
PGC1a acetyl inh	-4	0	-8	-2	2
LGR2 antag	2	9	14	-20	8

[46] COc1cccc(/C=C/C(=O)OCC(=O)Nc2cccc(S(=O)(=O)N3CCOCC3)c2)c1OC
[47] CC(Oc1ccc(Cl)cc1Cl)/C(N)=N/O (configuration not stated)
[48] Cn1c(SCC(=O)NCC2CCCO2)nc2scc(-c3ccccc3)c2c1=O (configuration not stated)
[49] N/C(=N\OS(=O)(=O)c1cc(Cl)ccc1Cl)c1ccncc1
[50] C=CCNc1ncnc2c1ncn2[C@H]1CN(Cc2cccc3ccccc23)C[C@@H](CO)O1

entry no.	46	47	48	49	50
EWS-Fli inh	4	2	2	nt	-4
Cneo AK release	nt	nt	-2	-4	2
Casp6 inh	5	-7	0	nt	-1
FN deposit inh	22	-14	4	7	10
miR122 inh	nt	nt	-9	-4	-5
PAX8 inh HTS	3	9	6	nt	14
PGC1a acetyl inh	-4	9	-1	-3	6
LGR2 antag	-13	8	12	nt	-24

Screening results (PubChem BioAssay)
